Screens: PubChem BioAssay, National Center for Advancing Translational Sciences (NCATS)
ATXN2 expr inh = ATXN2 expression inhibition. HEK-293 ATXN2-luciferase reporter, luminescence, 24 h. Potency, µM (highest dose often 57 µM), for the others: top-dose activity change, negative = inhibition, actives largely listed as inhibitors. 0.72% of 360,000 active; further: on the % scale 0 is the no-effect control and ±100 the full control effect; nearly all actives have a fitted effect of over 55% in size
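qHTS (up to 57 uM final) was run with 24 h compound exposure of reporter cells at 37 °C. Each well was multiplexed: SteadyGlo luminescence measured ATXN2-luciferase expression after a fluorogenic Gly-Phe-AFC viability readout (25 uM final).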
Nrf2 inh = inhibitors of Nrf2 signaling | A549 ARE-Fluc reporter, luciferase luminescence, 18-24 h | 2.1% of 360,000 active | AID 504444 | Potency, µM (top dose mostly 46 µM), inactives show at the highest dose activity change, negative = inhibition, hits mostly inhibitors; further: on the % scale 0 is the no-effect control and ±100 the full control effect; nearly all actives have a fitted effect of over 60% in size
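Nrf2 activity is the BugLite luminescence, read 15 min after reagent at room temperature, following CellTiter-Fluor cytotoxicity readout (30 min, 37C). Compound titrations were applied for 18-24 h to 5000 A549 ARE_Fluc cells/well in 5% FBS OPTI-MEM.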
Nrf2 ARE act = activates Nrf2 signaling; 0.31% of 410,000 active; Potency, µM (titrated, usually from 46.1 µM), without a hit: at the top dose activation, hits mostly activators; AID 624171; AREc32 ARE-luciferase reporter (MCF7-derived line), luminescence, 24 h; further: % of control where 0% means no effect; nearly all actives have a fitted effect of over 65% in size
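Reporter line AREc32 (ARE-Fluc), seeded overnight in OPTI-MEM with 5% FBS; compound pin-transferred, 24 hr at 37 deg C, 5% CO2; luminescent read-out.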
TGFb inhibitor = TGF-b pathway inhibition; 1.2% of 410,000 active; Potency, µM (series often up to 46.1 µM), without a hit: at the highest dose activity, negative = inhibition, usual class: inhibitors; HepG2 CAGA-GFP TGF-b/SMAD3 reporter, GFP fluorescence, 18 h; TGF-beta stimulated, 500 pg/mL final; further: on the % scale 0 is the no-effect control and ±100 the full control effect; nearly all actives have a fitted effect of over 65% in size
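Smad-responsive CAGA-GFP expression was quantified in HEPG2 cells exposed to compounds and 500 pg/mL final TGF-beta for 18 h at 37 degrees C; unstimulated wells defined full inhibition.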
ATXN viability = cell viability loss in ATXN counter-screen; S2 cells (HEK-293 line with an ATXN2-luciferase reporter) viability, CellTiter-Fluor protease fluorescence, 24 h; Potency, µM (series often up to 56.7 µM), actives largely listed as cytotoxic; 0.49% of 400,000 active; AID 651635; further: nearly all actives have a fitted effect of over 40% in size
HepG2 viability = counter-screen for TGF-b inhibitors: cytotoxicity in HepG2 cells. Potency, µM (doses to about 46.1 µM), without a hit: top-dose activity change, negative = cytotoxicity, hits mostly cytotoxic. AID 588856. 0.76% of 410,000 active. HepG2 CAGA-GFP viability, ATP luminescence, 18 h; further: some results filed as inactive show a strong effect at the top dose
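HepG2 CAGA-GFP cells (1000/well, DMEM with 1% FBS) received compound, then TGF-beta at 500 pg/mL final, and were incubated 18 hours at 37 degrees C. Viability was read by CellTiter-Glo luminescence. Media-only wells were set as complete cell-killing and DMSO as no toxicity.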
EPAC2 antag = antagonists of human EPAC2; 0.18% of 360,000 active; Potency, µM (doses to about 114 µM), without a hit: at the highest dose activity, negative = inhibition, hits mostly inhibitors; EPAC2 GEF exchange of Rap1B-BODIPY-GDP, fluorescence; AID 720708; further: on the % scale 0 is the no-effect control and ±100 the full control effect; nearly all actives have a fitted effect of over 45% in size; many of its hits are not listed in these tables
Target sequence (Q8WZA2 whole entry, looked up): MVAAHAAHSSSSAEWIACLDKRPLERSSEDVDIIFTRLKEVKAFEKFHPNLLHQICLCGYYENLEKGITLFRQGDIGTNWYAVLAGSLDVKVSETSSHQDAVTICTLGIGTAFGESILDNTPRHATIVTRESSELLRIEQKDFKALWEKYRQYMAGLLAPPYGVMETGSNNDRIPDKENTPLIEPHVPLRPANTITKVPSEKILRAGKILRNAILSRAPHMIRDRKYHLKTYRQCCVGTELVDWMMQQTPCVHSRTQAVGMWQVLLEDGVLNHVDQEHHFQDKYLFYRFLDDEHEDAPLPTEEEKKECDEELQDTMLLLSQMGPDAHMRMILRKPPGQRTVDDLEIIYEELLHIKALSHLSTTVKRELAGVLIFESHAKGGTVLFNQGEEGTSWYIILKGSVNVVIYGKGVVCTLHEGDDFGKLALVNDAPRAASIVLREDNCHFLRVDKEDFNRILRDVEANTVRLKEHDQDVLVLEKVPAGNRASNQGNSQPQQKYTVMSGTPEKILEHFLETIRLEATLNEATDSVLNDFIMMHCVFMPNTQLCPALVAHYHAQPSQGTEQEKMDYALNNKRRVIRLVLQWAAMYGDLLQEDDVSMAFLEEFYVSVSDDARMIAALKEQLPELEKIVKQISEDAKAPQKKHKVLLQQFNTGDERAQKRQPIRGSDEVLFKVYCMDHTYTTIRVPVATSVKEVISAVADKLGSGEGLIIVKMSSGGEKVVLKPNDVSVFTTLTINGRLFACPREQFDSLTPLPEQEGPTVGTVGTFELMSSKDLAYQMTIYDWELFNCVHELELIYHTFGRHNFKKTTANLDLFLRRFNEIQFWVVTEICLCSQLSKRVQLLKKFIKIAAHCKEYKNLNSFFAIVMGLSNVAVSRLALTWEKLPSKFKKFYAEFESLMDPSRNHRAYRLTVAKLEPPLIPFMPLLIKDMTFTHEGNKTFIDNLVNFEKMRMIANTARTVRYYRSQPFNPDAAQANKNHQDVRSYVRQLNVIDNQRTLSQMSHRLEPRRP
A549 tox = A549 cytotoxicity, counter-screen for Nrf2 inhibitors; A549 ARE-Fluc cells, CellTiter-Fluor viability, 18-24 h; Potency, µM (highest dose often 46 µM), for the others: at the top dose activity change, negative = cytotoxicity, hits mostly inhibitors; 0.16% of 390,000 active; further: on the % scale 0 is the no-effect control and ±100 the full control effect
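A549 ARE_Fluc cells in 5% FBS OPTI-MEM were exposed to compounds in concentration-response for 18-24 h at 37 deg C. Viability was read by CellTiter-Fluor fluorescence (Ex 405/Em 525) after 30 min, before the luciferase read.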
MCF10A rereplic = induces DNA re-replication in MCF 10a normal breast cells. MCF 10A DNA re-replication, Hoechst nuclear intensity, 48 h. Potency, µM (top dose mostly 46.1 µM), without a hit: at the highest dose activity, positive = re-replication, most hits filed as activators. AID 624296. 2.9% of 350,000 active; further: % of control where 0% means no effect; nearly all actives have a fitted effect of over 50% in size
* = called active by the depositor; [ ] = remark or other dose. The call rests on the fitted dose curve; in most records, active means well fitted curve in the direction sought with a large enough effect; inconclusive means small, poorly fitted or top-dose-only effect, or another doubt; inactive means no such curve, though single readings can be large; an effect the other way counts as inactive or inconclusive. Potency means the concentration at half of the fitted maximal effect. An excerpt (hit frequency here may not be typical).

Results for N#CCCN(NC1=NS(=O)(=O)c2ccccc21)C(=O)c1ccccc1Br ?
ATXN2 expr inh: -13%; Nrf2 inh: -5%; Nrf2 ARE act: 0.4%; TGFb inhibitor: -4%; ATXN viability: inactive; HepG2 viability: 3%; EPAC2 antag: 11%; A549 tox: -4%; MCF10A rereplic: 1%

How did CCC(C)NC(=O)Cn1c(=O)n(CC2CCC(C(=O)NC)CC2)c(=O)c2sccc21 (configuration not stated) do in these assays?
ATXN2 expr inh: 13%; Nrf2 inh: inconclusive; Nrf2 ARE act: 0.1%; TGFb inhibitor: 16%; ATXN viability: inactive; HepG2 viability: 1%; A549 tox: 17%

Results for COc1ccc(C(=O)C2CCCN(Cc3ccc4nonc4c3)C2)c(C)c1 (configuration not stated) ?
ATXN2 expr inh: -18%; Nrf2 inh: inconclusive; Nrf2 ARE act: 0.3%; TGFb inhibitor: -25%; ATXN viability: inactive; HepG2 viability: -7%; EPAC2 antag: -3%; A549 tox: -4%; MCF10A rereplic: -10%

How did CCc1ccc(NC(=O)CC(c2ccc(C)cc2)N2Cc3ccccc3C2=O)cc1 (configuration not stated) do in these assays?
ATXN2 expr inh: 10%; Nrf2 inh: inconclusive; Nrf2 ARE act: 0.4%; TGFb inhibitor: 16%; ATXN viability: inactive; HepG2 viability: -3%; A549 tox: 2%

How did Cc1cccn2c(=O)nc(SCC(=O)NC3CCCC3)nc12 do in these assays?
ATXN2 expr inh: 1%; Nrf2 inh: 1%; Nrf2 ARE act: 0.2%; TGFb inhibitor: -3%; ATXN viability: inactive; HepG2 viability: -1%; EPAC2 antag: 28%; A549 tox: 0%; MCF10A rereplic: 0%

What do the screens show for `Cc1cc(C)c2c(c1)c(C)cc1nnc(SCC(=O)NCc3ccco3)n12`?
ATXN2 expr inh: -13%; Nrf2 inh: 4%; Nrf2 ARE act: -0.7%; TGFb inhibitor: -15%; ATXN viability: inactive; HepG2 viability: -12%; EPAC2 antag: 1%; A549 tox: -2%; MCF10A rereplic: -3%

What do the screens show for `CCCCSC1=C(C#N)C(c2ccccc2C)C(C(=O)OCC)C(=O)N1` (configuration not stated)?
ATXN2 expr inh: -2%; Nrf2 inh: inconclusive; Nrf2 ARE act: 0.6%; TGFb inhibitor: -20%; ATXN viability: inactive; HepG2 viability: -34%; EPAC2 antag: -24%; A549 tox: -10%; MCF10A rereplic: -5%

Results for Cc1ccc(S(=O)(=O)NCC2(c3ccccc3)CCOCC2)cc1 ?
Nrf2 inh: -3%; Nrf2 ARE act: -0.1%; TGFb inhibitor: 1%; ATXN viability: inactive; HepG2 viability: 1%; EPAC2 antag: 1%; A549 tox: -3%; MCF10A rereplic: 1%

What do the screens show for `CCOC(=O)CNC(=O)CSc1nnc(-c2ccco2)n1Cc1ccco1`?
ATXN2 expr inh: 4%; Nrf2 inh: 19%; Nrf2 ARE act: -0.3%; TGFb inhibitor: 15%; ATXN viability: inactive; HepG2 viability: 1%; EPAC2 antag: 4%; A549 tox: 4%; MCF10A rereplic: 5%

What do the screens show for `CCc1ccccc1NC(=O)CSc1nc2c(oc3ccccc32)c(=O)n1-c1ccccc1F`?
Nrf2 inh: inconclusive; Nrf2 ARE act: 5.7%; TGFb inhibitor: -20%; HepG2 viability: -14%; A549 tox: -10%

Three consecutive compounds already listed:
Results for N#CCCN(NC1=NS(=O)(=O)c2ccccc21)C(=O)c1ccccc1Br ?
ATXN2 expr inh: -13%; Nrf2 inh: -5%; Nrf2 ARE act: 0.4%; TGFb inhibitor: -4%; ATXN viability: inactive; HepG2 viability: 3%; EPAC2 antag: 11%; A549 tox: -4%; MCF10A rereplic: 1%

How did CCC(C)NC(=O)Cn1c(=O)n(CC2CCC(C(=O)NC)CC2)c(=O)c2sccc21 (configuration not stated) do in these assays?
ATXN2 expr inh: 13%; Nrf2 inh: inconclusive; Nrf2 ARE act: 0.1%; TGFb inhibitor: 16%; ATXN viability: inactive; HepG2 viability: 1%; A549 tox: 17%

Results for COc1ccc(C(=O)C2CCCN(Cc3ccc4nonc4c3)C2)c(C)c1 (configuration not stated) ?
ATXN2 expr inh: -18%; Nrf2 inh: inconclusive; Nrf2 ARE act: 0.3%; TGFb inhibitor: -25%; ATXN viability: inactive; HepG2 viability: -7%; EPAC2 antag: -3%; A549 tox: -4%; MCF10A rereplic: -10%

Later entries:
How did CC(NC(=O)CN1c2cccc3cccc(c23)S1(=O)=O)c1ccccc1 (configuration not stated) do in these assays?
Nrf2 ARE act: 4.6%; TGFb inhibitor: -3%; ATXN viability: inactive; HepG2 viability: 0%; EPAC2 antag: -26%

How did CCOC(=O)c1c(NC(=O)CN2C(=O)N(C)C3(CCCCC3)C2=O)sc(C(=O)N(C)C)c1C do in these assays?
Nrf2 inh: 4%; Nrf2 ARE act: -0.6%; TGFb inhibitor: -13%; ATXN viability: inactive; HepG2 viability: 1%; EPAC2 antag: -18%; A549 tox: -2%; MCF10A rereplic: 6%

How did CC1CC(C)CN(Cc2nc3c(c(=O)n(C)c(=O)n3C)n2CCN2CCOCC2)C1 (configuration not stated) do in these assays?
ATXN2 expr inh: 8%; Nrf2 inh: 21%; Nrf2 ARE act: 0.1%; TGFb inhibitor: -1%; ATXN viability: inactive; HepG2 viability: -4%; EPAC2 antag: 2%; A549 tox: -1%; MCF10A rereplic: -1%

How did O=C(NN1C(=O)c2ccccc2NC1c1ccc([N+](=O)[O-])o1)c1ccccc1 (configuration not stated) do in these assays?
ATXN2 expr inh: -1%; Nrf2 inh: -15%; Nrf2 ARE act: inconclusive; TGFb inhibitor: inconclusive; ATXN viability: inactive; HepG2 viability: -30%; EPAC2 antag: -10%; A549 tox: -10%; MCF10A rereplic: inconclusive

What do the screens show for `Cc1ccc(S(=O)(=O)NC(CCc2ccccc2)CC(=O)C(C)(C)C)cc1` (configuration not stated)?
ATXN2 expr inh: -32%; Nrf2 inh: inconclusive; Nrf2 ARE act: 4.3%; TGFb inhibitor: inconclusive; ATXN viability: inconclusive; HepG2 viability: -15%; EPAC2 antag: -10%; A549 tox: -4%; MCF10A rereplic: -11%

What do the screens show for `COc1ccc(NC2CCCN(C(=O)CCN3Cc4ccccc4C3=O)C2)cc1` (configuration not stated)?
ATXN2 expr inh: 16%; Nrf2 inh: -2%; Nrf2 ARE act: -0.3%; TGFb inhibitor: 9%; ATXN viability: inactive; HepG2 viability: 8%; EPAC2 antag: 4%; A549 tox: 0%; MCF10A rereplic: -1%

What do the screens show for `C[C@H](CO)N1C[C@H](C)[C@@H](CN(C)S(=O)(=O)c2ccccc2)Oc2ccc(NC(=O)CCN3CCOCC3)cc2C1=O`?
ATXN2 expr inh: 1%; Nrf2 inh: 3%; Nrf2 ARE act: 0.3%; TGFb inhibitor: 22%; ATXN viability: inactive; HepG2 viability: -17%; EPAC2 antag: 13%; A549 tox: 5%; MCF10A rereplic: 10%

What do the screens show for `O=C(c1ccco1)N(CCCN1CCOCC1)c1nc(-c2ccc(Cl)cc2)cs1`?
ATXN2 expr inh: inconclusive; Nrf2 inh: inconclusive; Nrf2 ARE act: 3.5%; TGFb inhibitor: -5%; ATXN viability: inactive; HepG2 viability: -17%; EPAC2 antag: 4%; A549 tox: -14%; MCF10A rereplic: 10µM*

How did COC(=O)c1ccnc(SCC(=O)c2ccccc2)c1 do in these assays?
ATXN2 expr inh: 51%[activator]; Nrf2 inh: 14%; Nrf2 ARE act: 4.5%; TGFb inhibitor: 12%; ATXN viability: inactive; HepG2 viability: 3%; EPAC2 antag: -2%; A549 tox: -2%; MCF10A rereplic: 2%

Results for Cc1cc(C)n2nc(SCC(=O)NC(=O)c3ccccc3)nc2n1 ?
ATXN2 expr inh: 12%; Nrf2 inh: 9%; Nrf2 ARE act: 0.2%; TGFb inhibitor: -5%; ATXN viability: inactive; HepG2 viability: 4%; EPAC2 antag: -7%; A549 tox: 0%; MCF10A rereplic: -26%

How did Cc1ccccc1C(=O)OC1OC(=O)C(Cl)=C1Nc1ccc(C(=O)O)cc1 (configuration not stated) do in these assays?
ATXN2 expr inh: 8%; Nrf2 inh: -4%; Nrf2 ARE act: 2.1%; TGFb inhibitor: 7%; ATXN viability: inactive; HepG2 viability: 9%; EPAC2 antag: 8%; A549 tox: 2%; MCF10A rereplic: inconclusive

How did C=CCSc1nc(N)c(C#N)c(-c2ccccc2)c1C#N do in these assays?
ATXN2 expr inh: -5%; Nrf2 inh: -17%; Nrf2 ARE act: 2.7%; TGFb inhibitor: -14%; ATXN viability: inactive; HepG2 viability: -27%; EPAC2 antag: 2%; A549 tox: -16%; MCF10A rereplic: 10%

What do the screens show for `Cc1ccc(NC(=O)CN(c2ccc3c(c2)OCO3)S(=O)(=O)c2c(C)n[nH]c2C)cc1`?
ATXN2 expr inh: 6%; Nrf2 inh: -4%; Nrf2 ARE act: 4.2%; TGFb inhibitor: -16%; ATXN viability: inactive; HepG2 viability: 6%; EPAC2 antag: -3%; A549 tox: -6%; MCF10A rereplic: -1%

Results for COc1ccc(-c2nnn(Cc3nc(N)nc(N4CCCCC4)n3)n2)cc1 ?
ATXN2 expr inh: -17%; Nrf2 inh: -25%; Nrf2 ARE act: -1.0%; TGFb inhibitor: -3%; ATXN viability: inconclusive; HepG2 viability: -16%; EPAC2 antag: -2%; A549 tox: 2%; MCF10A rereplic: inconclusive

Results for O=C(CN1CCOCC1)Nc1cccc(S(=O)(=O)N2CCCCCC2)c1 ?
ATXN2 expr inh: -17%; Nrf2 inh: inconclusive; Nrf2 ARE act: -0.3%; TGFb inhibitor: -5%; ATXN viability: inactive; HepG2 viability: 6%; EPAC2 antag: -9%; A549 tox: 1%; MCF10A rereplic: -2%
